Screening results deposited in PubChem BioAssay by several laboratories.
L929 necroptosis: L929 zVAD cell death inhibition. AID 1377. viability rescue, % at 10 µM. L929 zVAD necroptosis rescue, ATP luminescence, 24 h; with zVAD 60 µM. 0.38% of 220,000 active;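 active = activation, scaled between plate controls, above about 75%, limit read from the data; inactive = activation under that limit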;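 note: 0% = zVAD with DMSO and 100% = DMSO alone without zVAD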
FXIIa inh: inhibitors of human coagulation factor XIIa; P00748; purified FXIIa, Boc-QGR-AMC fluorogenic substrate, 2 h; inhibition, % at 5 µM; 0.3% of 220,000 active; in the data active = inhibition above about 40%;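 note: 0% = enzyme with no compound and 100% = blank without enzyme; many of its hits are not listed in these tables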
Wee1 stabilizer: inhibitors of human Wee1 degradation; HeLa Luc-Wee1K328M stability, luciferase luminescence; 100% = proteasome inhibitor MG132 effect; 1.2% of 220,000 active; P30291; reporter increase, % at 5 µM;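 active = activation above the mean of all tested compounds plus 3 SD, set per screening run, cut at about 8.8% in these data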;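 note: cells exposed to compound for 20 h before luminescence read; 0% = DMSO alone and 100% = MG132 at 30 µM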
Target sequence (P30291 whole entry K328M): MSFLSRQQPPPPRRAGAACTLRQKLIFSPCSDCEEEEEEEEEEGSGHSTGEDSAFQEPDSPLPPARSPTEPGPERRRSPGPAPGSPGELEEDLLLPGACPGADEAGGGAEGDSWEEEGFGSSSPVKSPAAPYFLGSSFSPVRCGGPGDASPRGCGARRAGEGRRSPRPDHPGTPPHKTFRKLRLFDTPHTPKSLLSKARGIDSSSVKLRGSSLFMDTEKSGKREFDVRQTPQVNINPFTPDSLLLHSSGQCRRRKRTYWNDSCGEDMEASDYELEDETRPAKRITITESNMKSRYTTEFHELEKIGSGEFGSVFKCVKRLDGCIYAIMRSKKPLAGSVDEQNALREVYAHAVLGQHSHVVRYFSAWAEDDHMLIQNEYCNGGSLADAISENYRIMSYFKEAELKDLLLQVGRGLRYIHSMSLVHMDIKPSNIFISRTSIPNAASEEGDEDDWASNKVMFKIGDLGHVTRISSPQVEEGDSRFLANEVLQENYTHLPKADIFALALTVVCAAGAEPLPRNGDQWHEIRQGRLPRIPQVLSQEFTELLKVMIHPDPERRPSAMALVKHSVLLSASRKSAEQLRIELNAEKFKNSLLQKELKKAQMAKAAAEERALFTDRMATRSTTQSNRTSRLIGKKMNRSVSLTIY
PGE2 EP2 inh: blocks the human prostaglandin E2 receptor EP2. P43116. C6 glioma cells expressing human EP2, cAMP TR-FRET; cells stimulated with saturating PGE2. inhibition, % at 25 µM. 0.52% of 260,000 active. AID 1422;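 active = percent inhibition above 40 after rounding to a whole number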;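 note: rat C6 glioma host cells with rolipram phosphodiesterase inhibitor present; the protocol text gives 20 µM as final concentration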
Target sequence (P43116 whole entry, looked up): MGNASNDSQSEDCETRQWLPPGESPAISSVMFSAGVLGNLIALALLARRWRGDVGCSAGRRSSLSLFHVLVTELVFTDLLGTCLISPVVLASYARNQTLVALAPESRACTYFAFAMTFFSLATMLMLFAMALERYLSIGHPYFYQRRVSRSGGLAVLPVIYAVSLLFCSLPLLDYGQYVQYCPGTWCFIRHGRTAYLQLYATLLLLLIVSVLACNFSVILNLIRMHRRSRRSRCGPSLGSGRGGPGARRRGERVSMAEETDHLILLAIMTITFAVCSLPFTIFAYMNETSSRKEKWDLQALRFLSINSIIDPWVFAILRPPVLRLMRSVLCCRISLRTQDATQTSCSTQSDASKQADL
CHOP inhibitor: CHOP inhibition in unfolded protein response. CHO-K1 CHOP-promoter luciferase, tunicamycin-induced, 15-18 h. 3.8% of 220,000 active. inhibition, % at 10 µM;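 active = compounds that reduced the stress-induced luciferase reporter signal by more than about 70% of percent inhibition, limit read from the data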;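 note: 0% = tunicamycin plus vehicle and 100% = wells without tunicamycin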
Tb hexokinase: T. brucei hexokinase 1 inhibition; recombinant TbHK1, G6PDH-coupled NADH A340; inhibition, % at 10 µM; 0.11% of 220,000 active;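 active = inhibition of 50% or more in the single-dose primary screen; inactive = inhibition below 50%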
PPC-1+TRAIL kill: kills PPC-1 cancer cells in the presence of TRAIL; PPC-1 cells + TRAIL, ATPLite viability luminescence; cell killing (% activity), % at 4 µM; 0.41% of 220,000 active; AID 1443;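 active = cell killing above 50% in the first pass at 4 µM, then a duplicate retest at 5 µM averaging 50% or more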;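 note: plate controls were cells with TRAIL plus DMSO for no effect and medium-only wells lacking cells for full effect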
TNF death inh: TNF-alpha cell death inhibition in Jurkat FADD-/- cells | Jurkat FADD-/- TNF necroptosis rescue, ATP luminescence, 24 h; 0 = TNF only, 100 = no-TNF cells | activation (protection from cell death), % at 10 µM | 0.068% of 220,000 active | AID 463075;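 active = activation, meaning protection from cell death, of at least 50% relative to plate controls; inactive = activation below 50%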;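 note: necroptosis triggered by 40 ng/mL TNF-alpha added together with compound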
FXIa inh: factor XIa (human) inhibition | purified FXIa, Boc-Glu-Ala-Arg-AMC fluorogenic substrate | inhibition, % at 5 µM | 0.14% of 220,000 active;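 active = inhibition of at least 40%; inactive = inhibition below 40%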;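 note: fluorescence of freed AMC excited at 355 nm; 0% = enzyme without compound and 100% = no enzyme blank; many of its hits are not listed in these tables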
The depositor's hits bear a star; · = no result given; & = joins results of further samples; [ ] = remark or other dose. Some of the compounds tested; count on the stated rates, not on these rows.

SMILES	L929 necroptosis	FXIIa inh	Wee1 stabilizer	PGE2 EP2 inh	CHOP inhibitor	Tb hexokinase	PPC-1+TRAIL kill	TNF death inh	FXIa inh
COc1ccc(-c2cc3nc(C)n(N)c(=O)c3s2)cc1	-2.5	-2	-6	11	102*	-30	89*[5 µM]	-24	-5
CN1CCN(S(=O)C23CC4CC(CC(C4)C2)C3)CC1 (stereo unspecified)	0.1	6	0	5	24	-2	0	-0.2	1
CC(=O)Nc1ccc(S(=O)(=O)NCC(=O)OCC(=O)NC(=O)C2CCCCC2)cc1	0.4	11	2	8	-6	3	17	3.1	9
O=c1cc(CN2CCN(S(=O)(=O)c3ccc4ccccc4c3)CC2)nc2sccn12	-0.5	4	4	11	8	0	6	-1.0	-3
Cc1ccc(C(=O)Nc2cccc(C(F)(F)F)c2)cc1NC(=O)c1ccno1	74	12	·	8	54	-5	13	-0.5	4
O=c1oc2ccccc2c(N2CCCCC2)c1CN1CCCC1	0.5	0	-2	8	1	-22	-11	0.2	0
O=C(Nc1ccc(OC(F)(F)F)cc1)C1CCCN(S(=O)(=O)c2cccnc2)C1 (stereo unspecified)	2.0	10	2	11	17	6	16	0.6	1
CCOC(=O)Nc1ccc2c(CN3C(=O)NC(CC)(CC)C3=O)cc(=O)oc2c1	4.6	5	2	16	-5	-31	2	5.0	-3
O=S(=O)(Nc1ccc(N2CCOCC2)cc1)c1ccccc1	-0.3	12	-3	4	17	-6	-8	5.4	0
Cc1cc(N2CCN(C)CC2)nc2ccc(NC(=S)N3CCCCC3)cc12	5.8	6	3	5	15	-9	22	-0.9	-2
CCc1ncc(C)nc1CC	-0.1	4	·	15	-15	-13	-2	0.4	-2
CCCCOc1ccc(/C(O)=C2/C(=O)C(=O)N(CCCOC)C2c2ccncc2)cc1C (stereo unspecified)	-0.2	10	-2	13	19	-20	-5	-3.2	2
CC(C)c1nnc(NC(=O)Cn2nc(-c3ccc4c(c3)OCCO4)ccc2=O)s1	0.5	39	2	7	10	6	9	-1.0	15
CCC(NC(=O)CCCc1ccccc1)c1ccccc1 (stereo unspecified)	·	7	-4	3	4	1	3	17	4
O=C1CN2C(=N1)N(Cc1ccccc1)c1ccccc12	-0.2	-3	0	8	31	-8	11	-0.7	3
COc1ccc(-c2oc3cc(O)c(OC)c(O)c3c(=O)c2OC)cc1	0.3	8	·	16	-35	-36	28	-8.6	2
C=CCc1ccccc1OCC(O)CN1CCN(c2ccc(OC)cc2)CC1 (stereo unspecified)	0.0	19	1	1	37	1	0	0.0	14
COc1ccc(C(=O)Nn2c(SCC(=O)NCc3ccco3)nc3ccccc3c2=O)cc1	0.6	23	-4	15	32	8	34[5 µM]	-0.2	8
COc1ccc(C(=O)/C=C/Nc2ccc(C)cn2)cc1OC	2.2	11	3	10	-20	-28	18	0.9	11
Fc1ccc(COc2cccc(-c3n[nH]c(=S)o3)c2)cc1	0.6	12	0	20	12	4	11	0.9	2
O=C(NC1CCN(Cc2ccccc2)CC1)C(NS(=O)(=O)c1cccc2nsnc12)c1ccccc1 (stereo unspecified)	-0.9	7	2	1	11	0	18	0.3	-4
CCc1c(O)nc(SCC(=O)NCc2ccco2)[nH]c1=O	-0.1	5	-2	4	-9	-1	-3	0.0	-5
O=C(N/N=C/C=C/c1cccc([N+](=O)[O-])c1)c1ccncc1	1.0	3	8	15	-4	-64	-6	7.0	-1
CCSc1nnc([C@@H]2CCCN2C(=O)OC(C)(C)C)o1	-0.1	-14	-2	11	-9	1	7	-1.6	-15
Cc1ccc(NC(=O)CSc2nn(-c3ccccc3)c(=S)s2)cc1S(=O)(=O)N(C)C	0.5	5	3	7	76*	34	-12	-3.3	-5
CSCCC(NC(=O)c1occc1C)C(=O)O (stereo unspecified)	-0.8	6	-1	12	-8	5	22	-0.1	5
Cc1cc(C=C2C(=O)CCCC2=O)c(C)n1-c1ccccc1	0.3	1	-5	4	19	-1	3	0.5	0
NC(=S)N=Nc1c(O)[nH]c2cc(F)c(F)cc12	-0.4	10	2	12	1	-22	2	-1.0	4
CC(Oc1ccc(Br)cc1)C(=O)N1CCC(C(N)=O)CC1 (stereo unspecified)	0.6	5	1	4	-2	-1	-2	-0.6	-4
COc1ccc(OCC(=O)N2c3ccc(C)cc3C3CN(C)CCC32)cc1 (stereo unspecified)	0.9	3	1	5	5	-5	24	0.7	-5
N#Cc1c(NC(=O)c2ccccc2Cl)n(Cc2ccccc2)c2nc3ccccc3nc12	2.2	1	3	24	12	-8	5	-1.6	-5
COc1ccccc1NC(=O)NCCCN1CCN(c2cccc(Cl)c2)CC1	0.4	10	0	10	69	3	10	1.4	4
Cc1cc(C)n2cc(CSc3nnnn3-c3ccc(Cl)cc3)nc2n1	0.0	12	-1	16	17	-8	18	0.5	2
O=C(OCCCCN1C(=O)c2ccccc2C1=O)c1ccc(Br)o1	1.3	26	2	13	19	-2	9	0.5	17
O=S(=O)(NCc1ccc2c(c1)OCO2)c1ccc2c(c1)oc1ccccc12	1.8	-11	0	17	95*	0	14	-0.7	-5
COc1ccccc1-n1cnnc1SCC(=O)N1CCN(S(=O)(=O)c2ccccc2)CC1	0.6	-1	-2	12	-6	-1	-12	0.5	2
COC(=O)Cn1c(SCc2ccccc2)nc2ccccc21	0.6	-7	2	11	-25	-1	10	0.2	-6
COC(=O)c1ccc(N2OC3(C)C=CC2CC3)cc1 (stereo unspecified)	0.8	7	7	4	-21	6	20	1.8	2
O=C(NCCCN1CCCC1)c1ccc2c(Cl)c3c(nc2c1)CCCC3	-0.2	41*	0	14	66	-7	8	-3.8	-4
O=C(NCC1CC1)c1ccc2c3n(nc2c1)-c1ccccc1CO3	0.0	3	·	9	-34	-14	80*[5 µM]	-6.6	0
CC(=O)Nc1ccc(S(=O)(=O)N2CCSC2c2ccc(Cl)cc2)cc1 (stereo unspecified)	0.7	8	-2	21&15	25	-10	10	-4.7	-6
Cc1ccc(-n2c(O)c(C=Nc3ccccc3-c3n[nH]c(=S)[nH]c3=O)c3ccccc3c2=O)cc1C	17	10	-4	6	9	1	12	-1.5	-5
Cc1ccc(N(C(=O)CS(=O)CC(=O)Nc2ccc(F)cc2)C(C(=O)NC2CCCCC2)c2ccco2)cc1 (stereo unspecified)	1.1	0	-1	6	50	-11	20	2.3	-4
CCC(OCC(O)CN1CCN(CCN2C(=O)c3cccc4cccc(c34)C2=O)CC1)c1ccccc1 (stereo unspecified)	1.2	4	-4	4	20	-26	41	-3.5	4
CN(C)c1nc(N)nc(CSc2nc3cc(Cl)ccc3o2)n1	-0.2	4	5	28	77*	-9	-11	-1.6	-10
O=C(Nc1ccc(Br)cc1)c1cnccn1	0.4	15	1	9	5	-6	8	-0.1	-4
CCOC(=O)c1cc(CC)sc1NC(=O)CSc1nc2ccccc2c(=O)n1Cc1ccco1	1.9	2	-1	8	50	-5	18	3.0	0
Cc1cc(C)n(-c2ccc(C(=O)OCC(=O)Nc3ccc([N+](=O)[O-])cc3)cc2)n1	0.3	2	-3	5	31	-1	9	-0.6	-5
c1ccc(CSC2=NCCS2)cc1	24	10	-1	3	4	-1	·	14	-1
CC1CC(OCC(O)C[N+]2(C)CCOCC2)CC(C)(C)C1 (stereo unspecified)	2.4	0	-1	6	-16	-1	28	1.0	-8
COc1cccc(NC(=S)N(CCc2c(C)[nH]c3ccc(C)cc23)Cc2cccs2)c1	0.7	12	2	·	45	-9	23	0.5	7
Cn1c(=O)[nH]c(=O)c2c1nc(CN1CCN(c3ccc(F)cc3)CC1)n2CCCc1ccccc1	-0.1	13	0	7	32	-11	11	-2.4	-2
NC(=O)CSc1nnnn1-c1ccc2c(c1)OCCO2	1.1	9	1	0	9	1	20	-1.9	4
C=CCNc1ccc(N2C(=O)C3CCC(C)CC3C2=O)cc1[N+](=O)[O-] (stereo unspecified)	8.2	9	1	18	22	8	18	-0.5	0
O=C(O)CCn1[nH]c(=O)ccc1=O	0.2	22	-1	9&7	-17	-7	7	-0.4	19
CC(C)OC(=O)/C(=C\c1ccccc1)NC(=O)c1ccccc1	0.9	1	0	7	5	-9	10	-1.2	-6
CCc1nc(SCC(=O)c2ccc3c(c2)OCCO3)c2ccccc2n1	1.8	9	4	14&11	-16	-3	-16	-5.0	8
N#C/C(C(=O)c1ccccc1)=C1/CCCCCN1	-0.5	24	-1	14	-28	-16	-1	-1.6	13
Cc1ccccc1N1C(=O)C(Oc2ccc(Cl)cc2)C1CNCC1CCCO1 (stereo unspecified)	0.3	0	3	5	35	-3	12	0.7	-4
Brc1ccc(CSc2ccc(-c3ccco3)nn2)cc1	0.8	1	4	12	24	-4	4	1.5	-7

2 compounds drawn at random from the list so far, as already listed:
SMILES	L929 necroptosis	FXIIa inh	Wee1 stabilizer	PGE2 EP2 inh	CHOP inhibitor	Tb hexokinase	PPC-1+TRAIL kill	TNF death inh	FXIa inh
C=CCNc1ccc(N2C(=O)C3CCC(C)CC3C2=O)cc1[N+](=O)[O-] (stereo unspecified)	8.2	9	1	18	22	8	18	-0.5	0
O=C(Nc1ccc(Br)cc1)c1cnccn1	0.4	15	1	9	5	-6	8	-0.1	-4

Following part:
SMILES	L929 necroptosis	FXIIa inh	Wee1 stabilizer	PGE2 EP2 inh	CHOP inhibitor	Tb hexokinase	PPC-1+TRAIL kill	TNF death inh	FXIa inh
NC(=O)Cn1nc(C(F)(F)F)c2c1CCCC2	2.9	8	-1	6	7	9	-5	-0.2	-4
COCCNC(=O)c1ccccc1NC(=O)CSc1ccc(C)cc1	-0.3	12	-1	2	9	-7	11	3.3	1
CCCC(=O)NC(=S)Nc1ccccc1C(F)(F)F	-0.7	-7	-1	11	16	-1	15	-0.1	-5
CCOC(=O)N1CCC(NC(=O)c2cc3sccc3n2CC)CC1	3.2	-16	1	7	9	-4	4	0.2	-1
CCOC(=O)c1sc(NC(=O)CSc2nnc(-c3ccc(OC)cc3)n2CCOC)nc1C	0.6	8	1	4	-30	-12	-2	1.2	5
CCC(C)(C)NC(=O)CN(C(=O)C(=O)Nc1ccc2c(c1)OCCO2)C(C)(C)CC	0.6	4	-2	1	13	1	5	-1.6	-2
C=CCn1c(SCC(=O)Nc2cc(OC)c(NC(=O)c3ccco3)cc2OC)nnc1-c1ccncc1	-1.1	12	0	19	11	-23	23	3.3	10
CCOC(=O)c1ccc(Cn2c(-c3ccccc3)nnc2-c2ccccc2)o1	-0.1	4	-1	8	19	1	9	-0.4	8
COc1ccc(NC(=O)C(=O)NCCC2=CCCCC2)c(OC)c1	1.0	10	1	5	32	28	20	2.9	2
CN(C)c1ccc(/C=N\Nc2nc(-c3ccccc3)cc(=O)[nH]2)cc1	3.0	13	0	8	89*	-6	24	4.2	10
Nc1ncnc2nc(SCCOc3ccc(Cl)cc3)[nH]c12	0.0	1	-2	14	30	19	12	1.1	-5
CCN(Cc1ccc(OC)c(F)c1)C(=O)CCl	-0.1	1	3	4	-40	1	10	-3.4	-2
O=C1C2C3C=CC(C3)C2C(=O)N1c1n[nH]c(-c2cccnc2)n1 (stereo unspecified)	0.3	11	-3	4	0	-3	-4	-1.3	3
COc1ccc(C)cc1NC(=O)CSc1nnc(-c2ccco2)n1N	0.4	15	0	11	-8	5	24	-0.7	6
COC(=O)c1ccccc1CCC(C)=O	0.0	18	1	11	48	4	-4	1.2	5

Part of the list above, limited to Wee1 stabilizer and FXIa inh.
Molecule | Wee1 stabilizer | FXIa inh
COCCNC(=O)c1ccccc1NC(=O)CSc1ccc(C)cc1 | -1 | 1
CCCC(=O)NC(=S)Nc1ccccc1C(F)(F)F | -1 | -5
CCOC(=O)N1CCC(NC(=O)c2cc3sccc3n2CC)CC1 | 1 | -1
